Screens: PubChem, several laboratories
FXIa inh 1536: factor XIa (human) inhibition. P03951. purified FXIa, Boc-Glu-Ala-Arg-AMC fluorogenic substrate. AID 798. inhibition, % at 5 µM. actives 0.14% (n = 220,000);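 active means inhibition of at least 40%; inactive means inhibition below 40%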;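 further: fluorescence of freed AMC excited at 355 nm; 0% = enzyme without compound and 100% = no enzyme blank; many of its hits are not listed in these tables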
Rad51 HR inh: blocks human Rad51 in homologous recombination. Q06609. hRad51 DNA strand exchange, fluorescence dequenching. inhibition, % at 10 µM. actives 0.085% (n = 200,000). AID 1385;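 active means inhibition above 40% at the single screening dose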;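 further: 0% = DMSO control wells and 100% = blanks with heterologous ssDNA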
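Read-out basis: percent inhibition relative to plate controls and blanks / Assay system: human Rad51 nucleoprotein filaments preassembled on unlabelled ssDNA / Timing: filaments 15 min 37 °C, then compound 30 min / Control set: per-plate controls and blanks / Technique: fluorescence dequenching at 485/520 nm / Compound: 10 µM final, single point / Also added: Fluorescein- and BHQ1-tagged 47-mer duplex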
eIF4E 4G PPI: eIF4E/eIF4G interaction inhibition in translation initiation; P63073+Q04637; TR-FRET eIF4E-eIF4GI(517-606) binding, 2 h; inhibition, % at 21.7 µM; actives 0.37% (n = 220,000); AID 782;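 active means inhibition above about 30%, limit read from the data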;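 further: 0% = full FRET control wells and 100% = background wells lacking eIF4GI fragment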
Wee1 degr inh: blocks degradation of human Wee1 kinase; HeLa Luc-Wee1K328M stability, luciferase luminescence; 100% = proteasome inhibitor MG132 effect; reporter increase, % at 5 µM; actives 1.2% (n = 220,000);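 active means activation above the mean of all tested compounds plus 3 SD, set per screening run, cut at about 8.8% in these data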;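 further: cells exposed to compound for 20 h before luminescence read; 0% = DMSO alone and 100% = MG132 at 30 µM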
Target sequence (P30291 whole entry K328M): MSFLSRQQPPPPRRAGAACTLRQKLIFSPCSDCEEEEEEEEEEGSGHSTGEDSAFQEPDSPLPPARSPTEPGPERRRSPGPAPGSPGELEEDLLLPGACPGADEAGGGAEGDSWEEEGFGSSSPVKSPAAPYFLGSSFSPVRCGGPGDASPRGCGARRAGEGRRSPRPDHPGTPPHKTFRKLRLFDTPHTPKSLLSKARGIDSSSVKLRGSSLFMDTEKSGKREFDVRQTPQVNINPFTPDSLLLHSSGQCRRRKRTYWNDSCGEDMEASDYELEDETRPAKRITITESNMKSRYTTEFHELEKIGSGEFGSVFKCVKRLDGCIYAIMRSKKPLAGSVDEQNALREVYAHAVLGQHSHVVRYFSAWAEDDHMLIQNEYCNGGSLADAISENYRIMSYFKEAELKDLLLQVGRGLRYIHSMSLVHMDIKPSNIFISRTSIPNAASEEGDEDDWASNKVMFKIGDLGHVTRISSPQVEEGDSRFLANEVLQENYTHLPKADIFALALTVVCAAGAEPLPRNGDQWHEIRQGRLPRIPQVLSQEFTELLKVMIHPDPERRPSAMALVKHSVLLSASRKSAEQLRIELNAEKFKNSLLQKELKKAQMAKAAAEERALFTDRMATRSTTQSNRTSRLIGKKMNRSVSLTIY
FXIIa inh 1536: blocks human coagulation factor XIIa protease activity; P00748; purified FXIIa, Boc-QGR-AMC fluorogenic substrate, 2 h; inhibition, % at 5 µM; actives 0.3% (n = 220,000); AID 800; in the data active means inhibition above about 40%;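 further: 0% = enzyme with no compound and 100% = blank without enzyme; many of its hits are not listed in these tables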
p97 inhibitor: human p97 ATPase inhibition; P55072; recombinant p97 ATPase, Kinase-Glo ATP luminescence, 3 h; inhibition, % at 8 µM; actives 0.42% (n = 220,000); AID 1481; in the data active means inhibition above about 15%;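 further: 0% = DMSO vehicle and 100% = wells lacking enzyme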
hK5 inh: inhibitors of human kallikrein 5; AID 873; inhibition, % at 5 µM; Q9Y337; actives 0.59% (n = 210,000); recombinant hK5, fluorogenic AMC substrate cleavage;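 active means inhibition of 40% or more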;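 further: 0% = enzyme controls without compound and 100% = no-enzyme blanks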
Target sequence (Q9Y337 67-293 limits assumed): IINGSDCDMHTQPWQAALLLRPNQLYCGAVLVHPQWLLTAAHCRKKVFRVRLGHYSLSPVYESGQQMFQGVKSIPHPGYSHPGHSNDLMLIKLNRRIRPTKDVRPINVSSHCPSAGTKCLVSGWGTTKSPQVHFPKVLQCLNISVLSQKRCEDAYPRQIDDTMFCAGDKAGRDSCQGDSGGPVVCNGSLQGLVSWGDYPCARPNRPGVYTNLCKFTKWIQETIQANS
14-3-3 Bad PPI: disrupts binding of bovine 14-3-3 zeta to phospho-Bad peptide. P63103. TR-FRET 14-3-3zeta/Dy647-pBad peptide displacement, 1 h. inhibition, % at 21.7 µM. actives 0.71% (n = 220,000). AID 781;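 active means inhibition above about 70%, limit read from the data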;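 further: 0% = full 14-3-3 plus peptide FRET controls and 100% = background without 14-3-3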
Target sequence (P63103 whole entry, looked up): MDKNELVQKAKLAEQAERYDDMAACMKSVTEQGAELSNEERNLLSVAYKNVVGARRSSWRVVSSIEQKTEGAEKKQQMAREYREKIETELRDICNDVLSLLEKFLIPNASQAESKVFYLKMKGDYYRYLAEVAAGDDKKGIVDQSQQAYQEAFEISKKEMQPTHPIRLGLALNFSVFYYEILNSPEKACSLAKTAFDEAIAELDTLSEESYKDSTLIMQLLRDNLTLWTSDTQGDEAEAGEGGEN
Mdm2 ligase inh: Mdm2 E3 ligase (human) inhibition; Q00987; cell-based MDM2 ubiquitination luciferase reporter, 2 h; 0 = plate control, 100 = twice control, blank-subtracted; signal enhancement, % at 5 µM; actives 0.11% (n = 210,000); AID 1230;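 active means signal enhancement of 30% or more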;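 further: luminescence tracks abundance of the self-degrading MDM2-luciferase fusion protein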
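System: stable MDM2–luciferase fusion reporter cells / Input: 2000 cells seeded into each well / Schedule: 4 h settle plus 2 h compound, 37 °C / Compound: single-point 5 µM / Buffer or medium: cells held in DMEM / Benchmarks: control and blank well means / Evaluation: percent signal gain over controls, blank-subtracted / Measured by: luciferase luminescence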
The depositor's hits bear a star; / = no result given; [ ] = remark or other dose.

The first 2 records, ahead of the listing:
Every second line gives: FXIa inh 1536, Rad51 HR inh, eIF4E 4G PPI, Wee1 degr inh, FXIIa inh 1536, p97 inhibitor, hK5 inh, 14-3-3 Bad PPI, Mdm2 ligase inh
CCC(CC)=NNc1cccc([N+](=O)[O-])c1
    -2, -3, -3, 2, 7, -2, -15, -4, -2
CCC(C)(C)C(=O)Nc1cc([N+](=O)[O-])ccc1Cl
    -8, 2, -4, 3, 4, -3, -16, 2[fluorescence artefact?], 6

The list itself, previewed entries included:
Every second line gives: FXIa inh 1536, Rad51 HR inh, eIF4E 4G PPI, Wee1 degr inh, FXIIa inh 1536, p97 inhibitor, hK5 inh, 14-3-3 Bad PPI, Mdm2 ligase inh
CCC(CC)=NNc1cccc([N+](=O)[O-])c1
    -2, -3, -3, 2, 7, -2, -15, -4, -2
CCC(C)(C)C(=O)Nc1cc([N+](=O)[O-])ccc1Cl
    -8, 2, -4, 3, 4, -3, -16, 2[fluorescence artefact?], 6
COc1ccc(C(C)(C)C)cc1NC(=O)c1c(C)noc1C
    5, 0, -5, -2, 8, 2, -20, 1, -8
COc1ccc2cc(C(=O)Nc3ccc(O)cc3)sc(=O)c2c1OC
    9, /, 2, 1, 7, 6, 12, -2, -1
COc1ccccc1CNC(=O)/C=C/c1ccc(S(=O)(=O)NCc2ccco2)cc1
    -7, 5, 1, -3, 6, -2, -14, -5, 3
O=C(NCc1ccccn1)c1cccn1-c1ncc(C(F)(F)F)cc1Cl
    -1, 19, 1, -1, 6, 0, 1, -22, -12
S=C(NCc1cccc(Cl)c1)NC1CCCCC1
    7, /, -7, -4, 15, 5, -3, -9, 3
COc1cc(C(=O)OC2CSCC2NC(=O)c2ccccc2)cc(OC)c1OC (stereo not drawn)
    2, 8, 1, 0, 16, -1, 5, -16, 3
Cc1ccc(NC(=O)c2cc(-c3ccccc3)nn2-c2ccccc2)cc1
    5, 6, 9, -3, 7, -1, 7, -5[fluorescence artefact?], -5
Cc1ccc(/C=C/c2nnc(-c3cccs3)o2)cc1
    7, 0, -5, -1, 17, -9, -47, -1, -5
COc1ccc(/C=N\NC(=O)c2cc(OCC(F)(F)F)ccc2OCC(F)(F)F)cc1
    3, 1, -17, 0, 13, -2, 2, 0, -3
COc1cccc(OC)c1C(=O)N1CCN(S(=O)(=O)c2ccccc2)CC1
    3, 7, -2, 3, 16, 2, 4, 2, 3
Cc1cc(N2CC34C=CC(O3)C(C(=O)O)C4C2=O)no1 (stereo not drawn)
    -8, -8, -6, 2, 25, 1, 15, -9, -12
CN(C)/C=C/C(=O)c1ccccc1F
    13, 1, 5, -2, 16, 2, 18, -5, -1
COc1ccc(CN2CCN(C(=O)CC(C)C)CC2)c(OC)c1OC
    -13, -5, 77*, 3, 17, -6, 6, 73*, -14
CCOC(=O)C1CCN(S(=O)(=O)c2ccc(OC)c(Cl)c2Cl)CC1
    -2, -3, 4, -1, 9, 3, 3, -1, -16
CCCNC(=O)Cn1nc(C(F)(F)F)cc1C
    -1, 3, -1, -4, 12, 7, 2, -1, -2
O=C(O)C(Sc1ccncn1)c1ccccc1 (stereo not drawn)
    -4, 12, -3, -2, 2, 4, -7, -12, -14
Cc1ccccc1-n1c(SCC(=O)N/N=C/c2sccc2C)nc2ccccc2c1=O
    6, 4, 3, 0, 11, 6, -23, -21[fluorescence artefact?], 0
CC(=O)c1ccccc1NC(=O)CSc1nnc2ccccn12
    6, /, 8, -1, 14, 2, 16, 1, -37
COc1ccccc1NC(C)=O
    12, -4, 6[fluorescence artefact?], 0, 27, 5, 3, -5, 15
CC(=O)NC(=O)Nc1sc(=S)n(C)c1C
    9, 3, 2, -1, 13, 4, -26, 12, -3
Cc1ccc(C(C(=O)NCc2ccccc2)N(Cc2cccs2)C(=O)c2ccc3c(c2)OCCO3)cc1 (stereo not drawn)
    -6, -5, 3, -1, 2, 5, -6, -7[fluorescence artefact?], -6
COc1ccc(/C=C/C(=O)c2cc(Br)ccc2O)cc1OC
    5, 6, -2, -1, /, -1, 5, -1, -4
CCOC(=O)c1c(CN2CCN(c3ccccc3)CC2)oc2ccc(O)cc12
    5, -3, -2, 0, 21, 1, -3, 10, -32
Cc1nnc(NC(=O)c2oc3c(ccc4ccccc43)c2C)s1
    -2, -9, 5, -1, 15, 3, -24, 3, 7
Cc1nc2ccc(NC(=O)N3CCC(c4ccccc4)C3)cc2nc1C (stereo not drawn)
    -9, 5, -5, -2, -21, -3, -152, -10[fluorescence artefact?], -14
CCOC(=O)c1cc2c(=O)n3ccccc3nc2n(Cc2ccco2)c1=NC(=O)c1cccnc1
    -1, 3, 5, 0, 5, 1, -174, -5, -9
Cc1nc(NC(=O)c2ccc(F)cc2)sc1C(=O)Nc1ccc2c(c1)CCC2
    7, 0, -2, 0, 16, 1, -19, 2, -13
Cc1cc(/C([O-])=C(/C(=S)Nc2ccc(F)cc2)[n+]2ccccc2)c(C)n1-c1ccc(F)cc1
    7, -2, 3, -1, 15, 4, -19, 5, -8
CN(C)c1ccnc2sc3c(=O)n(Cc4ccccc4)cnc3c12
    -1, 6, -5, 0, 3, -2, -4, 4, -20
Cc1ccnc(NS(=O)(=O)Cc2ccccc2)c1
    0, -6, 10[fluorescence artefact?], 0, 19, -7, 30, -1, 6
COc1ccccc1OCC(=O)OCC(=O)Nc1sccc1C(N)=O
    2, 4, 5, 0, 12, 5, -13, -13[fluorescence artefact?], -5
Cc1ccc(/C=c2/sc3nnc(-c4ccccc4Cl)n3c2=O)o1
    2, 1, 1, 1, 11, 3, -15, 5, -3
Cn1cccc1CC(=O)N/N=C/c1ccc(Cl)c([N+](=O)[O-])c1
    -1, -2, -1, -3, 7, 3, 0, -4, -2
COCCNC(=S)Nc1ccc([N+](=O)[O-])cc1C
    10, 1, 0, -1, 6, 0, -12, -12, -5
O=C(c1ccc2c(c1)OCO2)N1CCN(c2ncccn2)CC1
    2, 1, 3, 2, 3, -1, -9, -10, 1
Cc1cccc(C)c1NC(=O)C(NC(=O)c1ccccn1)c1ccccc1[N+](=O)[O-] (stereo not drawn)
    -2, 2, 3, -2, 5, 5, 3, 2[fluorescence artefact?], -8
CC(C)[C@H](NC(=O)c1ccco1)C(=O)OCC(=O)Nc1ccc(Cl)c(S(=O)(=O)N(C)C)c1
    -3, -9, -7, -1, 6, 4, 2, 7, /
Nc1c(C(=O)c2ccccc2)sc2c1c(=O)[nH]c(=O)n2-c1ccccc1
    3, 0, 0, 0, 10, 7, -7, -2, -14
CC1CN(CC(=O)c2c(N)n(Cc3ccccc3)c(=O)n(C)c2=O)CC(C)O1 (stereo not drawn)
    16, -5, 3[fluorescence artefact?], 3, 30, 2, 0, 4, -19
O=C(Cn1nnc2ccccc2c1=O)NCCc1ccccc1
    5, -6, 0, -3, 4, 5, 0, 8[fluorescence artefact?], -5
N#CC1=C(N)OC2=C(C(=O)CCC2)C12C(=O)N1CCCc3cccc2c31 (stereo not drawn)
    7, /, 4, -1, 0, -2, 38, -7, 4
O=C(NNC(=O)c1ccc([N+](=O)[O-])cc1)NC1CCCCC1
    3, -9, 3, -4, 13, 3, -1, 1, -10
CN(Cc1cnn(C)c1)S(=O)(=O)c1cccc([N+](=O)[O-])c1
    -4, 2, 2, 0, -5, 4, -10, 3, -1
COc1ccccc1N1CCN(C(=O)CSc2nnc3c4ccccc4n(CC(=O)O)c3n2)CC1
    0, 2, 0, 2, -1, 2, -7, -6[fluorescence artefact?], -2
N#CCc1nnc2n1-c1ccccc1CCC2
    -3, -3, 5[fluorescence artefact?], -1, 8, 4, -3, -6[fluorescence artefact?], -30
CC(=O)Oc1ccc2c(=O)c(N3C(=O)c4ccccc4C3=O)c(C)oc2c1C
    0, 12, -5, 2, 8, 4, 4, -13, -6
Nc1cc2c(cc1C(=O)c1ccccc1)OCCO2
    5, -7, 3, 0, 8, -5, -4, 2, 17
CN(C)S(=O)(=O)c1ccc(C(=O)Nc2nc3ccccc3[nH]2)cc1
    0, 4, 2, 0, 10, 5, 3, -5, -2
COCCCN(C(=S)Nc1c(C)cc(C)cc1C)C(C)c1ccncc1 (stereo not drawn)
    4, 17, 1, 2, 11, 6, -11, -3, 12
O=C(NC(=S)Nc1ccccn1)c1cncc(Br)c1
    -1, /, 1, 4, 5, -3, -27, -14, /
CN(Cc1cccnc1)Cc1cn[nH]c1-c1ccc(-c2ccccc2)cc1
    5, /, 1, 4, 8, 3, 4, -4, -8
O=[N+]([O-])c1ccc(/C=N/Nc2nc(NCc3ccccc3)nc(N3CCOCC3)n2)cc1
    -1, -2, -4, 2, 6, -3, -2, -2, -10
CCN(Cc1ccncc1)C(=O)CCc1nnc(CCc2ccccc2OC)o1
    -5, 7, 1, 2, 9, 8, 1, -8, -11
O=C(COC(=O)/C=C/c1cccs1)Nc1ccc2ccccc2c1
    2, -3, -1, 3, 2, 2, -25, -13, -7
COC(=O)c1sc2nc(C)nc(SCC(=O)C(C)(C)C)c2c1C
    11, 2, 2, 4, 17, -1, 9, 7, -12
Cc1sc2ncnc(N/N=C/c3cccc(O)c3)c2c1C
    -3, -2, -4, -5, 3, -2, -19, -18, -5
C(=N\Nc1nc2ccccc2s1)/c1ccccn1
    6, -9, 0, -4, 16, -29, -14, -27, -90
CN1CCN(c2ccc(NC(=O)CSc3ccccc3)cc2F)CC1
    4, 6, 3, 9.8*, 19, -2, -24, 6, -11

(cont.)
Every second line gives: FXIa inh 1536, Rad51 HR inh, eIF4E 4G PPI, Wee1 degr inh, FXIIa inh 1536, p97 inhibitor, hK5 inh, 14-3-3 Bad PPI, Mdm2 ligase inh
CCn1c(SCC(=O)Nc2nonc2C)nnc1-c1ccco1
    3, -8, -4, -3, 0, 2, -14, 3, 8
COc1ccc(/C=N/NC(=O)c2nc(-c3ccccc3)n(-c3ccccc3)n2)cc1OC
    5, 12, 3, 3, 1, 5, -8, -4[fluorescence artefact?], -1
COc1cccc(-c2cc(C(F)(F)F)nc(-n3cccn3)n2)c1
    -6, 0, 0, 0, -9, -1, -47, -11, -5
Cc1cc(C(=O)NCCN2CCCCC2C)n(-c2ccccc2)n1 (stereo not drawn)
    5, -4, -2[fluorescence artefact?], 1, 13, 6, -5, 11[fluorescence artefact?], -5
COc1ccc(N(C)C(=S)Oc2ccc(C(=O)Nc3ccccc3)cc2)cc1
    -4, -15, -27, 3, 14, 8, -3, 12, -3
Cc1cccc(/C=C/c2nc3ccccc3c(=O)n2Cc2ccccc2)c1
    12, /, 1, 1, 11, 3, -13, 2, /
Clc1ccccc1Cn1nnc2c(N3CCCC3)ncnc21
    2, -8, -7, 3, 7, 3, -6, 9[fluorescence artefact?], -12
NC1=C([N+](=O)[O-])C(c2ccc(F)cc2)C2=C(CCCC2=O)O1 (stereo not drawn)
    12, 4, 5, 2, 10, 1, -13, -4[fluorescence artefact?], 4
CC(C)(CO)CNC(=O)CCc1nnc(Cc2ccc(-c3ccccc3)cc2)o1
    6, 0, -2, -1, 8, 2, -2, -11, 10
C=CCNC(=S)N1CCN(c2ncc(C(F)(F)F)cc2Cl)CC1
    3, 18, 0, 1, 7, 3, 0, -9, -6
O=C(CSc1nc(O)cc(=O)[nH]1)Nc1ccc2c(c1)CCC2
    -5, -7, 0[fluorescence artefact?], 7, 8, 2, -21, -7, -13
COC(=O)CCc1nc2ccccc2[nH]c1=O
    5, 1, 15, 2, 16, 6, -3, 8, 7
Cc1ccc(-n2c(Cl)c(Cl)[nH]c(=O)c2=O)cc1
    3, -1, 0, -2, 7, 6, -22, -24[fluorescence artefact?], 6
